# High-throughput results (PubChem)
# S1P3 antagonist – antagonists of human S1P3 receptor | CHO S1P3 NFAT-BLA reporter, FRET fluorescence, antagonist mode | inhibition, % at 4.98 µM | 170,000 tested, 0.27% active | AID 485;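 active = inhibition above the plate cutoff, the mean inhibition of test wells on that plate plus 3 SD, cut at about 28% in these data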;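 also: cells challenged with S1P at its EC80 of 0.8 µM; blue over green emission ratio from cleaved BLA substrate after 4 h stimulation; 0% = S1P-stimulated wells and 100% = unstimulated DMSO-only wells; some compounds past the cut are filed as inactive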
# Target sequence (Q99500 whole entry, looked up): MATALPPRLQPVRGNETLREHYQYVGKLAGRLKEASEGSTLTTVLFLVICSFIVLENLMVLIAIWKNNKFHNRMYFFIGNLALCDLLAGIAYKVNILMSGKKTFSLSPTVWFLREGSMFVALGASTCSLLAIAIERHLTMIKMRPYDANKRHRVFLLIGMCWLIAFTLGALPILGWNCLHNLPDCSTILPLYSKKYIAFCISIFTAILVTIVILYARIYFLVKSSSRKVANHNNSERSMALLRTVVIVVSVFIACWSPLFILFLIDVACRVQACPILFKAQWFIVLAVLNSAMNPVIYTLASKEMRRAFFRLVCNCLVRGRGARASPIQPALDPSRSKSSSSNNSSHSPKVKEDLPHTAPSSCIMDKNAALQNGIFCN
# TR-FRET SRC-2 ct – flags TR-FRET format artefacts in PPARgamma SRC-2 recruitment agonist screen. 200,000 tested, 0.4% active. TR-FRET ratio at 8 µM. TR-FRET artefact counter-screen; active compounds read high; in the data active = TR-FRET ratio above about 2000; also: inactives centre near 1500; reference of the scale not given here
# PPARg SRC3 recr – agonists of human PPARgamma SRC-3 coactivator recruitment; activation, % at 8 µM; biochemical PPARgamma/SRC-3 coactivator recruitment assay; AID 731; 200,000 tested, 0.26% active; in the data active = activation above about 23%;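 also: 0% = DMSO and 100% = reference agonist; some compounds past the cut are filed as inactive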
# RAM inhibit – yeast RAM network inhibition; 190,000 tested, 1.8% active; S. cerevisiae dse1pr::URA3 reporter, 5-FOA growth OD615, 2 d; analog-sensitive cbk1-as2 kinase mutant strain; inhibition, % at 50 µM; AID 868;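 active = inhibition above a set limit, 3 SD over mean compound inhibition, cut at about 8.4% in these data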;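 also: 0% = DMSO-only wells with no growth and 100% = 10 µM 1-NA-PP1 full growth; inhibition rescues growth on 5-FOA so higher OD means more RAM inhibition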
# L major viab – reduces viability of Leishmania major promastigotes; resazurin fluorescence viability; 200,000 tested, 9% active; inhibition, % at 10 µM; in the data active = inhibition above about 50%;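 also: promastigotes grown with compound for 44 hours at 28 °C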
# ROMK mod – modulators of human ROMK potassium channel; P48048; Tet-inducible ROMK, thallium flux fluorescence; actives lie on both sides; B-score at 10 µM; 130,000 tested, 2% active; AID 1918;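 active = signal ratio slope over the read window, or its plate-corrected B-score, at least 3 SD from the plate mean, either direction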;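 also: B-score of the F/F0 ratio slope over 7 to 12 s after thallium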
# Target sequence (P48048 whole entry, looked up): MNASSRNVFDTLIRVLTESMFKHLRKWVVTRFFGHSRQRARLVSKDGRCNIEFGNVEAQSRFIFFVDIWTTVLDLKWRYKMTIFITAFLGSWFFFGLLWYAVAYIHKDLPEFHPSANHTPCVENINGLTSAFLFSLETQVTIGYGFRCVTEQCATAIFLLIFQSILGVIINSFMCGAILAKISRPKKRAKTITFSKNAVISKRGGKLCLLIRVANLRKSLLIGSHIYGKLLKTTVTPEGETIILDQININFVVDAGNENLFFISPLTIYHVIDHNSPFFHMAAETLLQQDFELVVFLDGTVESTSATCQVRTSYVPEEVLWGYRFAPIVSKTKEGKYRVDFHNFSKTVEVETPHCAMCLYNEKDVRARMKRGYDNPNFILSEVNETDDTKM
# PPARg SRC1 recr – agonists of human PPARgamma SRC-1 coactivator recruitment; P37231; PPARgamma-SRC-1 coactivator recruitment biochemical assay; activation, % at 8 µM; 200,000 tested, 0.41% active; AID 631; in the data active = activation above about 19%;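 also: 0% = DMSO and 100% = reference agonist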
# PPARg SRC-2 ag – agonists of SRC-2 recruitment by human PPARgamma; 200,000 tested, 0.34% active; AID 1032; activation, % at 8 µM; PPARgamma LBD-SRC-2 recruitment, biochemical; in the data active = activation above about 22%;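 also: 0% = vehicle and 100% = reference agonist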
# Redox H2O2 prof – compounds producing H2O2 with reducing agent – biochemical, NIH compound library profiling, artefact control for MLSCN library redox annotation, primary screen | activation, % at 10 µM | DTT-dependent redox cycling H2O2, phenol red/HRP absorbance; 100% = 100 µM peroxide control, 0% = buffer | AID 878 | 200,000 tested, 0.03% active;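 active = activation of at least 50% relative to the plate's high and low controls in the primary single-dose screen; inactive = activation below 50%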;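 also: compound incubated with DTT at 0.8 mM final as the reducing agent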
# HMGR II inh – inhibitors of class II HMG-CoA reductase from Enterococcus faecalis. purified E. faecalis HMGR, NADPH absorbance 340 nm kinetic. inhibition, % at 10 µM. 190,000 tested, 0.41% active. AID 1066;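 active = inhibition above a set limit, the median over all tested compounds plus 3 SD, cut at about 9.5% in these data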;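 also: enzyme runs in reverse so mevalonate oxidation gives rising NADPH absorbance; 0% = complete reaction with DMSO and 100% = background rate lacking mevalonate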
# bIAP inh – blocks bovine intestinal alkaline phosphatase activity | AID 1019 | 190,000 tested, under 10 active | purified bovine IAP, CDP-star luminescence, 30 min | inhibition, % at 20 µM;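 active = over 50% inhibition of intestinal alkaline phosphatase at 20 µM in the single-dose screen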
#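 Incubation: 30 min reaction at room temperature / Material: purified bovine intestinal alkaline phosphatase (IAP) enzyme / Input: enzyme at 1/65,000,000 dilution / Dosing: 20 µM single dose / Signal: CDP-star luminescence signal / Reagent: CDP-star chemiluminescent phosphatase substrate, 30 µM final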
# * = called active by the depositor; . = not tested or not shown.
# Preview:
SMILES,S1P3 antagonist,TR-FRET SRC-2 ct,PPARg SRC3 recr,RAM inhibit,L major viab,ROMK mod,PPARg SRC1 recr,PPARg SRC-2 ag,Redox H2O2 prof,HMGR II inh,bIAP inh
Cc1ccc(/C(COc2ccccc2O)=N\O)cc1,18,1501,-5,-0.5,6,-1.5,0,-4,-0.9,3,20
O=C(Cc1cccs1)NNC(=O)C12CC3CC(CC(C3)C1)C2,12,1736,4,0.6,-6,0.018,8,-4,-0.1,-2,-29
CN(C(=S)NC1=CCS(=O)(=O)C1)C1CCCCC1,.,1569,1,0.0,-3,-0.5,0,13,0.1,2,4
Cc1ccccc1CNC(=O)Nc1cccs1,1,1573,4,-0.1,-3,.,-2,0,1.4,-2,5

# This part in full (from the top)
SMILES,S1P3 antagonist,TR-FRET SRC-2 ct,PPARg SRC3 recr,RAM inhibit,L major viab,ROMK mod,PPARg SRC1 recr,PPARg SRC-2 ag,Redox H2O2 prof,HMGR II inh,bIAP inh
Cc1ccc(/C(COc2ccccc2O)=N\O)cc1,18,1501,-5,-0.5,6,-1.5,0,-4,-0.9,3,20
O=C(Cc1cccs1)NNC(=O)C12CC3CC(CC(C3)C1)C2,12,1736,4,0.6,-6,0.018,8,-4,-0.1,-2,-29
CN(C(=S)NC1=CCS(=O)(=O)C1)C1CCCCC1,.,1569,1,0.0,-3,-0.5,0,13,0.1,2,4
Cc1ccccc1CNC(=O)Nc1cccs1,1,1573,4,-0.1,-3,.,-2,0,1.4,-2,5
O=C(N/N=C/c1ccccc1)c1ccc(OCc2ccccc2)cc1,-8,1372,-3,3.9,-1,0.48,-5,-4,1.2,-4,-11
COc1ccc(N(C(=O)c2ccco2)S(=O)(=O)c2ccc(F)cc2)cc1,.,1537,2,0.1,1,-0.96,2,14,-0.1,-4,-4
CC(SC1CCCC1)C(=O)Nc1ccnn1C(C)C (stereo not drawn),.,1649,-5,2.6,-3,-0.17,7,0,-3.7,-4,6
CCn1c(SCC(=O)Nc2ncc(C(F)(F)F)cc2Cl)nnc1-c1cccc(C)c1,-7,1653,-1,0.9,-6,.,7,-5,0.5,2,3
COc1ccnc(Oc2ccc3ccccc3c2)c1C#N,.,1420,-2,1.0,-2,.,-6,-6,1.8,-5,1
NC1(N)OC(CN2C(=O)c3ccccc3C2=O)CS1 (stereo not drawn),3,1691,-1,1.4,9,.,6,8,-0.4,-5,11
O=C1CSc2nc3ccccc3n21,.,1518,-4,1.3,-7,.,-5,0,2.2,-3,-6
COCCNC(=O)c1ccccc1NC(=O)c1cccc([N+](=O)[O-])c1C,-12,1423,-3,2.0,-4,-0.093,5,-4,-1.0,-5,-26
CC1(C)Cc2c(C#N)c(N)sc(=S)c2CO1,-12,1644,4,-1.2,-7,-1.5,-2,2,-2.3,-3,50
Cc1ccc(C)c(-n2nnnc2SCC(=O)c2ccc3c(c2)NC(=O)CO3)c1,-21,1456,-7,3.3,-7,.,-1,1,2.7,-2,10
O=C(Nc1ccc(-c2nc3cccnc3s2)cc1)c1ccco1,-14,1682,3,1.5,-12,.,10,12,-0.6,1,13
CCc1ccc2[nH]c3nc(SCC(=O)NNC(=O)c4ccc(C(C)(C)C)cc4)nnc3c2c1,.,1641,-7,4.6,-6,.,8,-7,-3.0,2,18
Cc1ccn2cc(CNC(=O)c3ccc(Br)o3)nc2c1,-15,1712,2,1.5,-6,.,2,-5,0.6,-1,-2
CCSc1nnc(NC(=O)C2Cc3ccccc3CN2C(=O)c2ccco2)s1 (stereo not drawn),-33,1598,-4,2.9,-4,.,8,2,-2.2,-6,2
CCCC(C)C(=O)Nc1nc(C)c(-c2csc(Nc3ccc(Cl)cc3)n2)s1 (stereo not drawn),.,1632,4,1.6,18,.,5,0,4.8,-4,9
O=C(Nc1ccccn1)c1ccc(NC(=O)c2ccco2)cc1,1,1633,0,1.6,-4,0.17,0,3,-0.5,1,1
COc1ccc(N(CC(=O)NN=C2CCCC2)S(=O)(=O)c2ccccc2)cc1Cl,-4,1527,0,4.3,5,-0.27,-2,5,0.2,0,1
Cc1ccc(Cl)c(OCC(=O)Nc2sc(C)c(C)c2C#N)c1,6,1487,-2,0.0,-7,.,0,-1,0.1,-4,2
CC(C)c1ccc(NC(=O)CNS(=O)(=O)c2ccc(F)cc2)cc1,-9,1814,-2,3.3,3,0.17,3,9,-1.0,-2,-14
O=C(NC1CCN(Cc2ccccc2)CC1)c1cc(-c2ccccn2)nc2ccccc12,.,1658,8,1.1,0,-1.1,4,11,0.2,4,1
COC(=O)c1cc(NCc2ccc3c(c2)OCO3)ccc1N1CCOCC1,-30,1509,-6,1.9,1,.,-6,-4,-1.0,-1,2
O=C(CN1CCN(Cc2cccc(Cl)c2)C1=O)NCC1CCCO1 (stereo not drawn),.,1665,11,0.3,-3,.,6,-3,-0.8,-7,4
O=C1CN(C(=O)COC(=O)c2ccc[n+]([O-])c2)c2ccccc2N1,-3,1555,2,4.2,14,-0.096,-4,-3,-0.3,1,-2
Cc1ccc(OCc2nc(C#N)c(N3CCN(Cc4ccccc4)CC3)o2)cc1,12,1423,-5,0.7,-4,-0.5,1,1,-0.2,0,9
CCN(Cc1ccccc1)C(c1cc2ccc(C)cc2[nH]c1=O)c1nnnn1CCOC (stereo not drawn),.,1486,1,0.1,10,.,0,5,2.5,-8,0
CCc1cccc(CC)c1NC(=O)C1CC(=O)N(c2ccc3c(c2)OCCO3)C1 (stereo not drawn),.,1455,-7,0.8,14,1.1,-3,3,0.4,1,-2
CC(=O)Nc1ccc(S(=O)(=O)NC(C)C(=O)NCCc2ccc(F)cc2)cc1 (stereo not drawn),-6,1705,5,0.2,-12,0.29,17,14,-1.4,-5,-16
O=C(CN1C(=O)NC2(CCOc3ccccc32)C1=O)Nc1ccc(F)c(F)c1F (stereo not drawn),-10,1358,-4,-0.9,-2,.,3,6,-0.5,-2,8
CCC(Sc1nc(N)cc(=O)[nH]1)C(=O)NC(C(=O)OC)c1ccccc1 (stereo not drawn),4,1524,4,-0.6,-3,.,0,3,1.8,1,10
CCCN(CC(=O)Nc1ccc(Cl)cc1Cl)Cc1cc(=O)n2ccsc2n1,3,1371,-1,-0.1,7,-0.34,1,-6,8.5,0,25
Cc1cccn2cc(-c3ccc(F)cc3)cc12,-18,1585,2,2.2,-7,-0.26,4,3,-0.2,-4,8
O=C(CCSc1nnc(-c2ccco2)o1)Nc1ccccc1,13,1584,-3,2.3,-2,.,6,5,0.3,1,6
CC(C)N(C(=O)COC(=O)c1ccc(O)cc1)C(C)C,6,1323,-2,3.8,3,.,0,-3,2.2,-7,12
COc1ccc(OC)c(S(=O)(=O)Nc2cc(Cl)cc(Cl)c2)c1,20,1732,4,5.5,5,0.097,-1,9,0.1,-5,9
COCc1nnc(NC(=O)c2cc(Cl)ccc2OC)s1,17,1512,5,3.0,1,.,-2,7,2.4,-6,10
CC(C)c1nnc(NC(=O)CCC(=O)NC2CCCCCCC2)s1,.,1383,7,3.2,-1,.,-3,-3,2.0,-10,2
C=C(C)CN(CC)c1nc(N)c(C#N)c(CC#N)c1C#N,-18,1514,3,1.8,13,-2.6*,9,-2,0.3,-8,18
COc1ccc(CN(C(=O)c2ccco2)C2CC(C)N(C)CC2C)cc1 (stereo not drawn),1,1698,4,2.3,3,-0.39,-1,-1,-0.8,2,1
Cc1cccc(S(=O)(=O)N2CN(Cc3ccco3)c3nc4ccccc4nc32)c1,.,1647,-1,5.3,9,.,8,2,1.7,-1,5
Fc1cccc(F)c1-n1c(CN2CCCC2)csc1=S,-15,1445,0,-0.4,10,0.19,-4,0,-2.0,-3,1
Cc1cc(C)cc(N(CC(=O)NC2CC3CCC2C3)S(C)(=O)=O)c1 (stereo not drawn),-2,1440,7,0.6,9,.,3,3,-0.4,-4,-3
C/C(=N\NC(=O)CSCc1ccc([N+](=O)[O-])cc1)c1cccc(Br)c1,9,1620,-4,4.4,-9,0.048,-4,-2,1.8,-3,11
O=C1c2ccccc2C(=O)N1CC#CCN1CCN(C2CCCCC2)CC1,-20,1504,5,0.3,16,.,13,3,1.3,4,2
CCCCn1nnnc1NCc1cccnc1,-26,1558,3,0.5,-9,0.37,2,12,1.0,-12,0
COc1cc(OC)cc(C(=O)N(Cc2nc(-c3cccc(C)c3)no2)C(C)C)c1,-27,1357,-6,3.5,28,-2.3,5,3,1.1,-1,-9
COc1ccccc1C(=O)N1CCCC(c2nc(-c3cc(OC)c(OC)c(OC)c3)no2)C1 (stereo not drawn),-6,1559,7,0.9,6,.,0,3,0.8,-3,-4
CC(C)(C)OC(=O)N/N=C\c1ccc(OC(=O)c2ccco2)cc1,-23,1737,1,1.2,11,-0.2,0,1,-0.1,-9,17
CCn1c(Cc2ccccc2)nnc1SCC(=O)Nc1ccc(OC)cc1,.,1592,-5,1.0,-4,.,2,7,1.7,-2,-8

# Entries of single compounds, looked up by structure.
# Listed for `Cc1ccc(OCc2nc(C#N)c(N3CCN(Cc4ccccc4)CC3)o2)cc1` : S1P3 antagonist: 12; TR-FRET SRC-2 ct: 1423; PPARg SRC3 recr: -5; RAM inhibit: 0.7; L major viab: -4; ROMK mod: -0.5; PPARg SRC1 recr: 1; PPARg SRC-2 ag: 1; Redox H2O2 prof: -0.2; HMGR II inh: 0; bIAP inh: 9
# Listed for `Cc1ccc(C)c(-n2nnnc2SCC(=O)c2ccc3c(c2)NC(=O)CO3)c1` : S1P3 antagonist: -21; TR-FRET SRC-2 ct: 1456; PPARg SRC3 recr: -7; RAM inhibit: 3.3; L major viab: -7; ROMK mod: .; PPARg SRC1 recr: -1; PPARg SRC-2 ag: 1; Redox H2O2 prof: 2.7; HMGR II inh: -2; bIAP inh: 10
# Listed for `Cc1cccc(S(=O)(=O)N2CN(Cc3ccco3)c3nc4ccccc4nc32)c1` : S1P3 antagonist: .; TR-FRET SRC-2 ct: 1647; PPARg SRC3 recr: -1; RAM inhibit: 5.3; L major viab: 9; ROMK mod: .; PPARg SRC1 recr: 8; PPARg SRC-2 ag: 2; Redox H2O2 prof: 1.7; HMGR II inh: -1; bIAP inh: 5

# Three compounds already listed, arranged by the value under bIAP inh, largest number first.
mol	S1P3 antagonist	PPARg SRC3 recr	RAM inhibit	ROMK mod	PPARg SRC1 recr	PPARg SRC-2 ag	Redox H2O2 prof	HMGR II inh	bIAP inh
C/C(=N\NC(=O)CSCc1ccc([N+](=O)[O-])cc1)c1cccc(Br)c1	9	-4	4.4	0.048	-4	-2	1.8	-3	11
COc1ccc(CN(C(=O)c2ccco2)C2CC(C)N(C)CC2C)cc1 (stereo not drawn)	1	4	2.3	-0.39	-1	-1	-0.8	2	1
CCCCn1nnnc1NCc1cccnc1	-26	3	0.5	0.37	2	12	1.0	-12	0
